LmPK inh: inhibitors of Leishmania mexicana pyruvate kinase; actives 0.37% (n = 290,000); AID 1721; Potency, µM (titrated, usually from 57.5 µM), without a hit: at the highest dose activity change, negative = inhibition, usual class: inhibitors; purified LmPK, Kinase-Glo ATP luminescence, 1 h; further: potency means the concentration at half of the fitted maximal effect
Target sequence (Q27686 whole entry, looked up): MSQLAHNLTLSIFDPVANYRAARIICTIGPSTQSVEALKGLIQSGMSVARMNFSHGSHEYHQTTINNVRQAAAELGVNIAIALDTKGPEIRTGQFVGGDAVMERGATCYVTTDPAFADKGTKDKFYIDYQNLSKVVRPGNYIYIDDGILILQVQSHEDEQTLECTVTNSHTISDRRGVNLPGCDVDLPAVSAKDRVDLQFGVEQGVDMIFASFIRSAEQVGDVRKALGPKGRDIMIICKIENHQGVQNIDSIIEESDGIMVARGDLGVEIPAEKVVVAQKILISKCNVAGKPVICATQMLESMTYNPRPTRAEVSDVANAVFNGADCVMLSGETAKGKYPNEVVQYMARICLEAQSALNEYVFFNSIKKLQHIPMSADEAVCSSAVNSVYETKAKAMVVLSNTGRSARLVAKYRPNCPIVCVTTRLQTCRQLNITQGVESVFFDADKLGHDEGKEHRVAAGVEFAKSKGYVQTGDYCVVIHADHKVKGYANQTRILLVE
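ATP generated from ADP (0.1 mM) and PEP (0.5 mM) by 0.1 nM LmPK over 1 h at room temperature (pH 7.2 imidazole buffer) was detected by coupled luciferase luminescence. Values were normalized to uninhibited and no-enzyme wells.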
Tb PYK inh: blocks Trypanosoma brucei pyruvate kinase; Q57TT1; TbPYK enzyme, Kinase-Glo Plus ATP luminescence, 45 min; Potency, µM (doses to about 76.8 µM), for inactives: top-dose activity, negative = inhibition, actives largely listed as inhibitors; actives 0.12% (n = 410,000); further: potency means the concentration at half of the fitted maximal effect; nearly all actives have a fitted effect of over 50% in size
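Activity of T. brucei pyruvate kinase was followed by Kinase-Glo Plus luminescence after the enzyme reacted 45 min at room temperature with 130 uM ADP (final) and substrate. Test compounds were added before ADP at multiple concentrations.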
AMA1-RON2 inh: disrupts binding of P. falciparum AMA1 to RON2; Potency, µM (doses to about 58.2 µM), for the others: top-dose activity change, negative = inhibition, hits mostly inhibitors; AlphaScreen AMA1-biotinylated RON2 peptide binding; actives 0.2% (n = 360,000);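 further: potency means the concentration at half of the fitted maximal effect; 0% = vehicle wells and -100% = peptide control; nearly all actives have a fitted effect of over 45% in size; some results filed as inactive show a strong effect at the top dose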
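AMA1 (3D7) with his tag at 25 nM final met compounds first, then biotinylated RON2 peptide at 25 nM; detection used donor plus acceptor beads, 10 µg/mL apiece, read by AlphaScreen after 30 min at room temperature.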
HCMV antiviral: blocks human cytomegalovirus replication; actives 4.5% (n = 410,000); AID 1259415; HFF cells, HCMV-luciferase reporter, 72 h; stronger effect = lower value; activity change, negative = inhibition, % at 57.5 µM; in the data active means activity change below about -60%; inconclusive means no clear call, values can overlap the other calls; inactive means above about -39%
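Compounds were evaluated in HFFs infected with an HCMV luciferase reporter virus (MOI 1 PFU/cell). Luciferase in lysates collected 72 h post infection served as the replication measure.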
AmpC inh detg: inhibitors of E. coli AmpC beta-lactamase with detergent; P00811; AmpC hydrolysis of nitrocefin, absorbance 480 nm, 0.01% Triton; Potency, µM (series often up to 114 µM), for inactives: at the top dose activity change, negative = inhibition, usual class: inhibitors; actives 0.041% (n = 370,000); AID 485294;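 further: potency means the concentration at half of the fitted maximal effect; 0% = no-compound wells and -100% = no-enzyme wells; nearly all actives have a fitted effect of over 25% in size; some results filed as inactive show a strong effect at the top dose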
Target sequence (P00811 whole entry, looked up): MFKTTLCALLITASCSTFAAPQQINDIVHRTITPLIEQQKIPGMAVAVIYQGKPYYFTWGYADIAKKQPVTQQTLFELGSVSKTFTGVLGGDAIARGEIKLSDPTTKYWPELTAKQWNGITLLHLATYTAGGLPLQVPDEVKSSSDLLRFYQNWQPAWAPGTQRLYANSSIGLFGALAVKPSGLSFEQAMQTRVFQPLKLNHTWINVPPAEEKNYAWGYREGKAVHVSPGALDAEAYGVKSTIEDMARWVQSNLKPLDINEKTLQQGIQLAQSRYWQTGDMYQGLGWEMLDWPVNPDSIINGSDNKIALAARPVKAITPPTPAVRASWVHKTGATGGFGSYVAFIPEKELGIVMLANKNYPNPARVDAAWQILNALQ
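AmpC (5.3 nM in the dispensed reagent) in 20 mM phosphate pH 7.0 with 0.01% (detergent screen) or 0.0001% Triton X-100 was preincubated with compounds for 15 min at room temperature. Nitrocefin was then added from an 800 uM solution, and hydrolysis was followed at 480 nm.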
AmpC inh no detg: AmpC beta-lactamase inhibition without detergent; P00811; AmpC nitrocefin hydrolysis, absorbance 480 nm, 0.0001% Triton; Potency, µM (doses to about 57.1 µM), for the others: top-dose activity change, negative = inhibition, most hits filed as inhibitors; actives 0.52% (n = 330,000); AID 485341;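 further: potency means the concentration at half of the fitted maximal effect; plate controls were no compound for no effect and no enzyme for full effect; nearly all actives have a fitted effect of over 20% in size; some results filed as inactive show a strong effect at the top dose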
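AmpC (5.3 nM in the dispensed reagent) in 20 mM phosphate pH 7.0 with 0.01% (detergent screen) or 0.0001% Triton X-100 was preincubated with compounds for 15 min at room temperature. Nitrocefin was then added from an 800 uM solution, and hydrolysis was followed at 480 nm.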
HCV inh: HCV inhibition; actives 3.4% (n = 340,000); Huh7.5.1 HCVcc-Cre infection, luciferase reporter, 44 h; Potency, µM (titrated, usually from 41.8 µM), without a hit: at the highest dose activity change, negative = inhibition, hits mostly inhibitors; AID 651820; further: potency means the concentration at half of the fitted maximal effect
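A cell-based infection assay in which seeded cells (1,000 per well) receive test compound after 4 h, are inoculated with HCVcc-Cre at approximately 0.5 moi, and are incubated 44 h before luminescence detection.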
The depositor's hits bear a star; [ ] = remark or other dose. Unless noted, the call rests on the fitted dose curve; in most records, active means well fitted curve in the direction sought with a large enough effect; inconclusive means small, poorly fitted or top-dose-only effect, or another doubt; inactive means no such curve, though single readings can be large; an effect the other way counts as inactive or inconclusive. Unless noted, on the % scale 0 is the no-effect control and ±100 the full control effect.

What do the screens show for `O=C(COC(=O)/C=C/c1ccc(C(F)(F)F)cc1)NCc1ccco1`?
LmPK inh: -2.6%; Tb PYK inh: 2.6%; AMA1-RON2 inh: -13.7%; HCMV antiviral: inconclusive; AmpC inh detg: 8.9%; AmpC inh no detg: -1.3%; HCV inh: 5.7%

Results for COc1cc2c(cc1NC(=O)CN(C)Cc1ccc(OC)c(OC)c1)oc1ccccc12 ?
LmPK inh: 9.7%; Tb PYK inh: 3.5%; AMA1-RON2 inh: -5.7%; HCMV antiviral: -29.6; AmpC inh detg: 5.3%; AmpC inh no detg: 86.0%[activator]; HCV inh: 3.55µM*

How did Cc1ccc(C)c(NC(=O)c2nnn(CC(=O)Nc3cccc(C)c3C)c2N)c1 do in these assays?
Tb PYK inh: -8.4%; HCMV antiviral: 23.5; AmpC inh detg: 17.2%

How did Cc1nc(SCC(=O)N(CC(C)C)C2CCS(=O)(=O)C2)c(C#N)c(C)c1C (configuration not stated) do in these assays?
Tb PYK inh: -9.2%; AMA1-RON2 inh: 8.4%; HCMV antiviral: -9.7; AmpC inh detg: inconclusive; AmpC inh no detg: 36.6%; HCV inh: inconclusive

What do the screens show for `Cc1c(CC(=O)NCc2ccc(F)cc2)c(=O)oc2cc(O)c(Cl)cc12`?
Tb PYK inh: -3.8%; HCMV antiviral: inconclusive; AmpC inh detg: 13.3%

How did CCOc1ccc(N(CC(=O)N/N=C/c2ccc(OC(C)C)cc2)S(C)(=O)=O)cc1 do in these assays?
LmPK inh: 2.9%; Tb PYK inh: -9.0%; AMA1-RON2 inh: 7.8%; HCMV antiviral: 14.5; AmpC inh detg: inconclusive; AmpC inh no detg: 26.5%; HCV inh: 10.6%

What do the screens show for `Cc1ccc(NC(=O)CSc2nnc(CCNC(=O)OC(C)(C)C)o2)c(C)c1`?
LmPK inh: 4.4%; Tb PYK inh: 4.8%; AMA1-RON2 inh: 19.1%; HCMV antiviral: 0.3; AmpC inh detg: 0.6%; AmpC inh no detg: 22.9%; HCV inh: -0.5%

How did CN(C(=O)c1ccco1)c1nc2c(s1)CCCC2 do in these assays?
LmPK inh: 25.1µM*; Tb PYK inh: -18.0%; AMA1-RON2 inh: -3.6%; HCMV antiviral: 72.2; AmpC inh detg: -4.2%; AmpC inh no detg: -5.1%; HCV inh: -11.3%

What do the screens show for `Cc1ccccc1OCC(=O)Nc1ccc(-c2nc3ncccc3o2)cc1`?
Tb PYK inh: 3.9%; HCMV antiviral: -22.3; AmpC inh detg: 8.9%

How did CCOC(=O)Nc1c(C(=O)OC)[nH]c2cccc(OC)c12 do in these assays?
LmPK inh: 0.5%; Tb PYK inh: 2.1%; AMA1-RON2 inh: 9.2%; HCMV antiviral: -8.6; AmpC inh detg: 3.1%; AmpC inh no detg: -14.3%; HCV inh: 6.1%

Results for Cc1ccc(N2C(=O)C3C(C(=O)c4ccccc4)=NN(c4ccccc4)C3C2=O)cc1 (configuration not stated) ?
LmPK inh: 1.1%; Tb PYK inh: -8.8%; AMA1-RON2 inh: 7.8%; HCMV antiviral: -36.8; AmpC inh detg: -5.2%; AmpC inh no detg: -10.2%; HCV inh: 10.5%

How did O=C1CC(c2ccc(O)cc2)Oc2cc(O)cc(O)c21 (configuration not stated) do in these assays?
LmPK inh: 1.8%; Tb PYK inh: 1.4%; AMA1-RON2 inh: 4.4%; HCMV antiviral: 28.4; AmpC inh detg: -19.9%; AmpC inh no detg: -29.7%; HCV inh: -5.2%

Results for CCC(C(=O)N/N=C(\C)c1cccnc1)c1ccccc1 (configuration not stated) ?
LmPK inh: -7.4%; Tb PYK inh: -5.9%; AMA1-RON2 inh: 18.7%; HCMV antiviral: -35.0; AmpC inh detg: inconclusive; AmpC inh no detg: -16.4%; HCV inh: 12.8%

Results for COc1ccc(NC(C)=O)cc1NC(C)c1nc2sc(C)c(C)c2c(=O)[nH]1 (configuration not stated) ?
LmPK inh: 7.0%; Tb PYK inh: 2.2%; AMA1-RON2 inh: 5.0%; HCMV antiviral: 10.5; AmpC inh detg: -1.4%; AmpC inh no detg: 7.4%; HCV inh: -4.0%

What do the screens show for `Cc1nn(C)c(C(=O)NC(=S)Nc2ccc([N+](=O)[O-])cc2)c1Cl`?
LmPK inh: 0.7%; Tb PYK inh: 0.7%; AMA1-RON2 inh: 56.9%[activator]; HCMV antiviral: -13.4; AmpC inh detg: 1.8%; AmpC inh no detg: -13.8%; HCV inh: inconclusive

How did CCOC(=O)C1(C/C(C)=N/NC(N)=O)CC(C)(C)OC1=O (configuration not stated) do in these assays?
LmPK inh: -0.6%; Tb PYK inh: 2.2%; AMA1-RON2 inh: 7.9%; HCMV antiviral: -9.0; AmpC inh detg: inconclusive; AmpC inh no detg: -14.2%; HCV inh: 35.4%[activator]

Results for CC(=O)Nc1cccc(-c2csc(C(C)(O)c3ccccc3)n2)c1 (configuration not stated) ?
Tb PYK inh: 1.7%; AMA1-RON2 inh: -14.3%; HCMV antiviral: -15.3

Results for CCCCNC(=O)c1sc2nc(C)cc(COC)c2c1-n1cccc1 ?
LmPK inh: -2.8%; Tb PYK inh: 5.6%; AMA1-RON2 inh: -12.9%; HCMV antiviral: -36.6; AmpC inh detg: 2.6%; AmpC inh no detg: 52.7%; HCV inh: 3.2%

How did Cc1ccc(NC(=O)COC(=O)CCc2c[nH]c3ccccc23)c(C)c1 do in these assays?
Tb PYK inh: 1.6%; AMA1-RON2 inh: -0.5%; HCMV antiviral: -28.0; AmpC inh detg: 4.5%; AmpC inh no detg: -6.1%; HCV inh: 24.4%

Results for CC(=O)Nc1cccc(NC(=O)COC(=O)CO/N=C(\C)c2ccc3c(c2)OCO3)c1 ?
LmPK inh: -5.2%; Tb PYK inh: -2.7%; AMA1-RON2 inh: -1.8%; HCMV antiviral: -0.3; AmpC inh detg: 0.2%; AmpC inh no detg: -3.4%; HCV inh: -5.6%

What do the screens show for `Cc1ccc(C)n1-n1cnc2sc3c(c2c1=O)CCC3`?
LmPK inh: 1.7%; Tb PYK inh: 1.4%; AMA1-RON2 inh: -2.8%; HCMV antiviral: 26.6; AmpC inh detg: inconclusive; AmpC inh no detg: -14.0%; HCV inh: 0.2%

How did COc1ccc(NC(=O)Cn2c(=O)n(Cc3ccco3)c(=O)c3sc4ccccc4c32)cc1OC do in these assays?
Tb PYK inh: -6.9%; HCMV antiviral: -6.9; AmpC inh detg: 6.0%

What do the screens show for `C[C@H]1CN([C@@H](C)CO)C(=O)c2cc(Br)cnc2O[C@@H]1CN(C)C(=O)CN(C)C`?
Tb PYK inh: 0.6%; AMA1-RON2 inh: 11.2%; HCMV antiviral: 16.7

Results for COc1ccc(N(CC(=O)Nc2ccc(C(N)=O)cc2)S(=O)(=O)c2ccc(C)c([N+](=O)[O-])c2)cc1 ?
LmPK inh: 9.2%; Tb PYK inh: -1.5%; AMA1-RON2 inh: 1.0%; HCMV antiviral: -19.4; AmpC inh detg: 2.8%; AmpC inh no detg: -23.8%; HCV inh: inconclusive

What do the screens show for `Cc1c(C(=O)N2CCN(CCc3ccccc3)CC2)oc2ccccc12`?
LmPK inh: 1.4%; Tb PYK inh: 1.6%; AMA1-RON2 inh: -8.4%; HCMV antiviral: 8.3; AmpC inh detg: 3.8%; AmpC inh no detg: 132.2%[activator]; HCV inh: 10.2%

Results for COC(=O)c1ccc(/C=N/NC(=O)CC(=O)NCc2cccnc2)cc1 ?
LmPK inh: -7.6%; Tb PYK inh: -1.4%; AMA1-RON2 inh: -3.1%; HCMV antiviral: -9.2; AmpC inh detg: 6.4%; AmpC inh no detg: -17.6%; HCV inh: 7.1%

How did COC(=O)c1cc(C(=O)OC)n(Cc2ccc(F)cc2)n1 do in these assays?
LmPK inh: -3.5%; Tb PYK inh: -4.0%; AMA1-RON2 inh: -6.8%; HCMV antiviral: -15.4; AmpC inh detg: inconclusive; AmpC inh no detg: -4.7%; HCV inh: 4.0%

How did Cc1nn2c(N)csc2nc1=O do in these assays?
LmPK inh: 0.2%; AmpC inh detg: inconclusive; AmpC inh no detg: -21.3%

Results for OC(CN1CCCCC1)Cn1c2ccc(Cl)cc2c2cc(Cl)ccc21 (configuration not stated) ?
LmPK inh: -7.8%; Tb PYK inh: -6.3%; AMA1-RON2 inh: -22.2%; HCMV antiviral: -15.1; AmpC inh detg: 2.7%; AmpC inh no detg: 116.3%[activator]; HCV inh: inconclusive

How did O=S(=O)(Cc1ccc(Cl)cc1Cl)c1ccc(Cl)cc1 do in these assays?
Tb PYK inh: 0.4%; AMA1-RON2 inh: 25.4%; HCMV antiviral: inconclusive; HCV inh: inconclusive

Results for COc1cc(C(=O)Nc2cc(C(F)(F)F)ccc2N2CCOCC2)ccc1O ?
LmPK inh: 1.8%; Tb PYK inh: -2.9%; AMA1-RON2 inh: -3.9%; HCMV antiviral: 37.5; AmpC inh detg: -9.5%; AmpC inh no detg: 4.3%; HCV inh: 16.1%

What do the screens show for `COc1ccc(S(=O)(=O)N2CCC(C(=O)NCc3cccnc3)CC2)cc1C`?
LmPK inh: -2.6%; Tb PYK inh: -1.6%; AMA1-RON2 inh: 4.5%; HCMV antiviral: -8.0; AmpC inh detg: -4.5%; AmpC inh no detg: -1.7%; HCV inh: 1.0%

Results for Cc1ccc(NC(=O)Cn2ncc3c4ccccc4n(Cc4ccccc4)c3c2=O)cc1Cl ?
Tb PYK inh: -4.0%; HCMV antiviral: -8.5; AmpC inh detg: 9.2%

How did COc1ccc(C(=O)Nc2cccc(C)n2)cc1S(=O)(=O)N1CCCc2ccccc21 do in these assays?
Tb PYK inh: 7.1%; AMA1-RON2 inh: -5.9%; HCMV antiviral: -72.4*; HCV inh: 2.51µM*

Results for Cn1c(CO)cnc1SCc1ccc(F)cc1 ?
LmPK inh: -9.1%; Tb PYK inh: 0.5%; AMA1-RON2 inh: 11.8%; HCMV antiviral: 5.2; AmpC inh detg: -9.9%; AmpC inh no detg: -13.5%; HCV inh: 5.6%

Results for O=C(Nc1cccnc1)c1ccc(Cl)c(S(=O)(=O)N2CCCC2)c1 ?
LmPK inh: 4.6%; Tb PYK inh: 0.2%; AMA1-RON2 inh: -2.5%; HCMV antiviral: inconclusive; AmpC inh detg: inconclusive; AmpC inh no detg: -19.9%; HCV inh: inconclusive

What do the screens show for `O=C1Nc2ccccc2Cc2ccccc21`?
Tb PYK inh: 0.7%; AMA1-RON2 inh: -7.7%; HCMV antiviral: -13.6

Compound activity (PubChem BioAssay)

Outcome played no part in choosing rows. Share with any hit: about 7.5%.
